# Bcl-xL primary = inhibitors of human Bcl-xL, primary screen, biochemical, fluorescence polarization, HTS. GST-Bcl-xL / FITC-Bim BH3 peptide fluorescence polarization. inhibition, % at 10.9 µM. 320,000 tested, 0.7% active;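 active means inhibition above the mean of all tested compounds plus 3 SD, cutoff set per campaign, cut at about 30% in these data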;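 further: 0% = DMSO wells and 100% = unlabeled Bim-BH3 peptide competitor; inhibitors lower millipolarization by displacing the labeled peptide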
# Target sequence (Q07817 whole entry, looked up): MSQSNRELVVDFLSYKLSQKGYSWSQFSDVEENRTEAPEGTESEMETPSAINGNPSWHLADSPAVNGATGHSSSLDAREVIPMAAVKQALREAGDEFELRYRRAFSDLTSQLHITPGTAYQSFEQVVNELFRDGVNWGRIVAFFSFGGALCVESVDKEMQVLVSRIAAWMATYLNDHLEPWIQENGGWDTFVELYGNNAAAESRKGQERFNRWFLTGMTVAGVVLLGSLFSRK
# CR mimetic SO = reduction of superoxide in aged yeast, primary screen, HTS. S. cerevisiae aged cells, superoxide DHE fluorescence; active compounds read low. superoxide response (% of plate mean), % at 10 µM. 330,000 tested, 0.18% active. AID 2690, 2010;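 active means superoxide response under a set limit, about three screen SD below normal, cut at about 65% in these data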;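 further: yeast aged for seven days with compound at 30 °C before DHE staining; 100% = average MFI of all compound-treated wells on the plate with controls excluded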
# GLD-1 RNA inh = GLD-1/TGE RNA complex disruptors, primary screen, biochemical, fluorescence polarization. Female germline-specific tumor suppressor gld-1 (Caenorhabditis elegans), Q17339. purified GLD-1 + fluorescein TGE RNA. inhibition, % at 5.96 µM. 320,000 tested, 0.44% active;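 active means percent inhibition above a per-plate cutoff, the plate mean of test compounds plus 3 SD, cut at about 30% in these data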;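 further: 0% = DMSO wells with GLD-1 and probe and 100% = wells lacking GLD-1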
# MEX-5 binding = MEX-5 zinc finger RNA-binding disruptors – biochemical, C. elegans, fluorescence polarization, MLPCN library, primary screen; 300,000 tested, 0.38% active; MEX-5/FITC-TCR2 RNA binding; active compounds read low; activity score (negative = inhibition of binding), % at 10 µM;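 active means inhibition past about -25% in most replicates, and total fluorescence under double the plate's negative control median, limit read from the data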;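 further: 0% = DMSO and -100% = 5 µM competing unlabeled TCR2 RNA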
# Target sequence (Q9XUB2 whole entry, looked up): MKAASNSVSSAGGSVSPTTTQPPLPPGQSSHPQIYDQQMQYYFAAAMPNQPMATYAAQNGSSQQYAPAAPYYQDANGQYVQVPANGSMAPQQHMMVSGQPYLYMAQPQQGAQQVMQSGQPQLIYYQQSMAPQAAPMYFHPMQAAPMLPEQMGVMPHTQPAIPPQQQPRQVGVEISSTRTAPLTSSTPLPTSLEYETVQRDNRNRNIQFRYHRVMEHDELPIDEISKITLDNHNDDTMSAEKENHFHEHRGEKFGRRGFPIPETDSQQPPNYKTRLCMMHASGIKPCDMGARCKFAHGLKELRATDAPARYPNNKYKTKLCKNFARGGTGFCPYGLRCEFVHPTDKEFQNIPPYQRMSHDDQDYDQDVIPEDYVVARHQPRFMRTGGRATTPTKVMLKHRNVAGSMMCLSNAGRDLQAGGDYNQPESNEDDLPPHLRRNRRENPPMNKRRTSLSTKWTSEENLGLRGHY
# MCL1-BIM inh = inhibitors of MCL1 binding to BIM-BH3, primary screen, biochemical, fluorescence polarization. AID 2057, 2009. GST-MCL1 / FITC-Bim-BH3 fluorescence polarization. Induced myeloid leukemia cell differentiation protein Mcl-1 (Homo sapiens), Q07820. 320,000 tested, 0.68% active. inhibition, % at 10.9 µM;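 active means inhibition above the mean inhibition of all tested compounds plus 3 SD, set per campaign, cut at about 40% in these data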;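 further: 0% = DMSO wells and 100% = unlabeled Bim-BH3 peptide control; higher means more loss of mP so more displacement of Bim peptide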
# EBNA-1 inh = EBNA-1 DNA-binding inhibitors, primary screen, biochemical, fluorescence polarization; 300,000 tested, 0.34% active; inhibition, % at 14.8 µM; in the data active means inhibition above about 28%
# ZTA counter = blocks Epstein-Barr virus ZTA, an EBNA-1 counter-screen; inhibition, % at 11 µM; 320,000 tested, 0.15% active; ZTA-DNA binding, fluorescence polarization; in the data active means inhibition above about 33%
# Target sequence (P03206 whole entry, looked up): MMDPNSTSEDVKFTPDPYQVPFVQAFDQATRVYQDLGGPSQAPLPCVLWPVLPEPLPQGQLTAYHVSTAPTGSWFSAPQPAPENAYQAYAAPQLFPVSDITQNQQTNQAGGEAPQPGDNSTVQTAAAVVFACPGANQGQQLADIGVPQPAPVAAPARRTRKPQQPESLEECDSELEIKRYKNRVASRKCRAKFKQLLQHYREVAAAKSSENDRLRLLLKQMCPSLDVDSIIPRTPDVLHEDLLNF
# Efflux pump inh = inhibitors of Candida efflux pumps in yeast, primary screen, S. cerevisiae, Nile Red, multiplex. S. cerevisiae Candida pump triplex. inhibition, % at 10 µM. 330,000 tested, 0.44% active;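 active means plate passing quality check with inhibition over a set limit, or well fluorescence over plate mean plus 4 SD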;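 further: Nile Red retained in pooled yeast measured as flow cytometry median fluorescence; 0% = buffer negative control and 100% = Enniatin B positive control; higher means more Nile Red kept so more efflux inhibition; some compounds called inactive have numbers as strong as hits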
# Fam108B inh = mouse Fam108B serine hydrolase inhibitors, primary screen, counter-screen for RBBP9 inhibitor project, biochemical, fluorescence polarization; inhibition, % at 9.51 µM; AID 1947, 2009; recombinant Fam108B, FP-Rh probe fluorescence polarization; 300,000 tested, 0.33% active;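 active means inhibition above the screen mean inhibition plus 3 SD, computed separately per campaign, cut at about 18% in these data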;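 further: inhibitors lower polarization as less probe binds the enzyme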
# Starred values were filed as active, the others as inactive; . = not tested or not shown.
SMILES,Bcl-xL primary,CR mimetic SO,GLD-1 RNA inh,MEX-5 binding,MCL1-BIM inh,EBNA-1 inh,ZTA counter,Efflux pump inh,Fam108B inh
OCCC1CN(Cc2cccs2)CCN1Cc1ccccc1 (centres undefined),2,90,11,1.1,5,12,-13,0.1,-2
Nc1ccccc1Oc1c(F)c(F)c(Oc2ccccc2N)c(F)c1F,-13,98,6,0.5,-2,14,6,-0.1,1
CSCCC(NS(=O)(=O)c1ccc2c(c1)oc(=O)n2C)C(=O)NC1CCCCC1 (centres undefined),-1,106,3,0.8,2,-14,9,0.2,0
COc1ccc(OC)c(C2c3[nH]c4ccccc4c3C[C@H]3C(=O)N(C4CC4)CC(=O)N23)c1 (some centres undefined),-1,93,-2,0.1,0,3,1,0.1,-2
Cn1c(=O)cc(OCCCC(=O)Nc2ccccn2)c2ccccc21,5,81,3,-1.1,6,6,10,0.0,0
CCc1ccc(OCCNC(=O)OCc2ccccc2)cc1,0,90,12,-0.5,5,8,8,0.1,6
CCCCNC(=O)CNC(=S)N(Cc1ccccc1)Cc1cccs1,0,105,-3,-1.4,3,-10,5,0.8,-5
CCCCCCCCc1nnc(N)s1,1,115,8,2.1,0,1,6,0.2,1
N#Cc1c2n(c(=S)n(-c3ccc(F)cc3)c1=O)CCCCC2,-5,90,-2,-2.2,-3,-2,-11,0.2,0
Cc1c(Cl)cccc1NC(=O)CSc1nncn1-c1cccnc1,2,87,-8,-2.0,-6,1,6,0.0,1
COc1ccc(OCCC(=O)OCC(=O)NC2CCCCCCC2)cc1,-2,118,-5,0.8,4,-9,-5,0.1,3
O=C(N/N=C/c1cc(Cl)cc([N+](=O)[O-])c1O)c1ccc2c(c1)OCO2,7,85,-3,-31*,30,-15,-12,-0.1,13
Cc1c(C)c2ccc(OCC(=O)NCCCn3ccnc3)cc2oc1=O,5,120,5,2.6,3,2,-3,-0.1,-1
Cc1ccc(NC(=O)C2CCCN2C(=O)NCc2ccccc2)cc1 (centres undefined),9,112,2,0.2,2,2,10,0.1,2
N#Cc1c(NC(=O)COC(=O)c2nccnc2N)sc2c1CCCC2,4,91,4,0.3,2,-2,-19,0.0,2
Cc1ccc(S(=O)(=O)NCc2ccccc2C)cc1,1,100,7,2.4,-7,-2,3,0.2,0
Cc1noc(C)c1COc1ccc(C(=O)N2CCN(c3ccccn3)CC2)cc1,3,104,1,-4.2,2,-5,8,0.1,1
COc1ccc(/C=N/Nc2ncccc2[N+](=O)[O-])c(OC)c1,-2,113,-3,-1.4,-9,-9,-9,0.8,-1
CCN(CC)CCCNC(=O)C1c2cc(OC)c(OC)cc2C(=O)N(C)C1c1cccs1 (centres undefined),1,105,5,1.4,4,4,14,0.0,-1
Cc1cc(C)n2nc(CC(=O)NCc3ccc(F)cc3)nc2n1,-5,105,-10,-2.7,0,-8,7,-0.2,-1
O=C(c1ccccc1)N1CCCC(c2nc3c(nnn3Cc3ccccc3)c(=O)[nH]2)C1 (centres undefined),3,100,1,1.3,8,-3,5,-0.1,0
CCOC(=O)C1(C)NC(c2ccc(N(C)C)cc2)C2C(=O)N(CC)C(=O)C21 (centres undefined),5,85,7,-1.1,8,-3,5,0.0,-4
c1nc(Nc2ccc(N3CCOCC3)cc2)c2ccsc2n1,5,93,6,0.6,1,9,11,-0.1,-2
S=C(Nc1cccc(Cl)c1)N(CCCN1CCCC1)Cc1cccn1Cc1ccc(Cl)cc1,3,93,1,4.9,5,1,-8,0.1,-3
O=C(Nc1ccc(F)cc1)Nc1sccc1-c1nc2ccccc2s1,-10,115,-12,0.7,-20,9,21,0.0,-5

# Continued:
SMILES,Bcl-xL primary,CR mimetic SO,GLD-1 RNA inh,MEX-5 binding,MCL1-BIM inh,EBNA-1 inh,ZTA counter,Efflux pump inh,Fam108B inh
O=C(NCCC1=CCCCC1)c1cc(-c2ccccn2)nc2ccccc12,7,120,2,.,1,0,-8,0.2,0
O=S(=O)(Nc1cccc(-c2cn3cccnc3n2)c1)c1ccccc1,7,110,-1,-1.2,3,-11,-5,0.0,1
CC12CCC(=O)N1C(C(=O)OCC(=O)Nc1ccc(S(N)(=O)=O)cc1)CS2 (centres undefined),6,100,-5,3.8,-7,-18,-7,0.2,1
CCc1cc2c(nc1CC)CCN(CC/C(C)=N/O[C@@H](C)c1cc(-c3c(C)cc(C)cc3C)no1)C2,26,104,-6,-8.8,21,6,8,-0.2,3
CCCCNC(=O)c1ccc2c(OCC)n(CCCC)nc2c1,1,.,1,1.2,-1,-4,-1,.,-1
CCc1ccc(C(=O)COC(=O)[C@@H](NC(N)=O)[C@@H](C)CC)cc1,0,104,13,3.5,-6,-7,6,-0.2,-1
CC(=O)N1c2ccc(S(=O)(=O)N3CCC(C(=O)Nc4cc(C)cc(C)c4)CC3)cc2CC1C (centres undefined),9,78,-1,1.5,4,3,-6,0.0,6
O=C(Cn1nc(-c2ccc(F)cc2)ccc1=O)Nc1ccc(C(=O)NC2CC2)cc1,-4,105,-7,-3.2,-3,-8,-4,0.4*,-3
COc1ccccc1CNC(=O)[C@@H]1CCCN1S(=O)(=O)c1ccc(C)cc1,-2,103,0,-1.6,-9,-16,-8,0.2,-1
Cn1cc(C(=O)C(=O)N2CCN(c3ccccc3)CC2)c2ccccc21,10,93,0,-8.1,5,6,8,0.0,1
Brc1ccc(-c2nc(-c3ccncc3)no2)o1,3,87,7,1.2,-6,8,-14,-0.1,2
COCc1[nH][nH]c(=O)c1/C=N/N1CCOCC1,1,168,1,-9.5,8,-13,-19,0.0,4
COc1cccc(C(=O)C2CCCN(Cc3c(C)n(C)n(-c4ccccc4)c3=O)C2)c1 (centres undefined),0,117,2,-0.9,4,-2,10,0.1,-4
CCN(CC(=O)Nc1c(F)cccc1F)C(=O)CCOc1ccccc1,2,99,-7,0.9,2,-13,-10,0.3,-1
CN1CCN(Cc2nc(Cc3ccccc3)no2)CC1c1ccccc1 (centres undefined),0,115,12,2.1,2,-7,-9,0.2,-3
CCCCCSc1nc2c(cnn2-c2ccccc2)c(=O)[nH]1,4,108,6,.,3,-6,6,0.0,-9
COc1ccc(C2=NN(c3ccc(C=O)cc3)C(c3ccccc3)C2)cc1 (centres undefined),2,76,-12,3.1,-4,-6,22,0.0,2
O=C(COC(=O)/C=C/c1cccs1)NC1CC1,0,79,-8,-0.8,-1,-7,-9,-0.1,2
COCCOC(=O)C1=C(C)NC(=S)NC1/C=C/c1ccccc1 (centres undefined),-1,100,4,-1.1,5,-6,12,1.3,3
Cc1csc(NC(=O)COc2ccc3c(C)cc(=O)oc3c2)n1,-10,104,0,-3.8,-22,44*,15,-0.4,1
CCC1(c2ccccc2)NC(=O)N(CC(=O)Nc2cc(C(F)(F)F)ccc2N2CCCC2)C1=O (centres undefined),-6,105,11,-1.2,-3,-1,2,0.0,0
CN(CC1CCCO1)S(=O)(=O)c1ccc(C(=O)Nc2ccc(S(N)(=O)=O)cc2)cc1 (centres undefined),6,102,3,-1.7,5,4,2,-0.1,1
COc1ccc(OCc2cc(C(=O)N(C)CCC3CCOCC3)no2)c(Cl)c1,7,97,4,1.7,-1,8,-14,0.1,1
O=C(Nc1nc2cc3c(cc2s1)OCCO3)c1cccs1,2,99,2,-0.6,-5,-2,2,0.2,-9
O=c1cc(CSc2nnnn2-c2ccccc2)[nH]c2[nH]n(-c3ccccc3)c(=O)c12,4,80,-2,-15,15,5,-12,-0.1,0

# Next part
SMILES,Bcl-xL primary,CR mimetic SO,GLD-1 RNA inh,MEX-5 binding,MCL1-BIM inh,EBNA-1 inh,ZTA counter,Efflux pump inh,Fam108B inh
C[C@H](NC(=O)C1(c2ccccc2)CCN(C(=O)OC(C)(C)C)CC1)C(=O)N[C@@H](C(=O)O)c1ccccc1,1,118,3,0.3,0,-9,2,0.3,-2
O=C(CN1CCN(Cc2ccccc2)CC1)NNC(=O)c1ccccc1,3,103,-1,.,6,.,1,-0.2,.
COc1cccc(CC(=O)NCC2COc3ccccc3O2)c1OC (centres undefined),4,89,5,1.7,0,-6,-3,-0.1,-1
COC(=O)c1sc(=S)n(-c2ccccc2)c1N,10,118,4,1.3,7,5,-2,0.0,1
O=C1CCCc2cc3c(cc21)CC1(C3)Cc2cc3c(cc2C1)C(=O)CCC3,-2,124,4,1.3,-16,10,15,-0.3,-4
O=c1[nH]c(CSc2ccccc2)nc2c1oc1ccccc12,5,100,2,1.4,5,-2,11,-0.1,1
Cn1c(SCc2cccc(Br)c2)nnc1-c1ccccn1,2,96,-1,-0.5,2,1,-5,0.0,0
O=C(Nc1nc2c(s1)CCCC2)c1ccc(Br)o1,0,85,8,0.0,2,7,4,-0.5,5
CSc1nc(NC(C)=O)nc(C)c1Br,2,100,3,1.0,0,3,-1,0.0,3
CC(=O)NCCc1nc2ccccc2n1CCOc1ccccc1C,4,103,-5,-0.2,-3,11,14,0.0,-1

# Ordered by count of non-hydrogen atoms (descending): 12 of the compounds above
SMILES,Bcl-xL primary,CR mimetic SO,GLD-1 RNA inh,MEX-5 binding,MCL1-BIM inh,EBNA-1 inh,ZTA counter,Efflux pump inh,Fam108B inh
C[C@H](NC(=O)C1(c2ccccc2)CCN(C(=O)OC(C)(C)C)CC1)C(=O)N[C@@H](C(=O)O)c1ccccc1,1,118,3,0.3,0,-9,2,0.3,-2
CCC1(c2ccccc2)NC(=O)N(CC(=O)Nc2cc(C(F)(F)F)ccc2N2CCCC2)C1=O (centres undefined),-6,105,11,-1.2,-3,-1,2,0.0,0
O=c1cc(CSc2nnnn2-c2ccccc2)[nH]c2[nH]n(-c3ccccc3)c(=O)c12,4,80,-2,-15,15,5,-12,-0.1,0
COc1ccc(OCc2cc(C(=O)N(C)CCC3CCOCC3)no2)c(Cl)c1,7,97,4,1.7,-1,8,-14,0.1,1
O=C1CCCc2cc3c(cc21)CC1(C3)Cc2cc3c(cc2C1)C(=O)CCC3,-2,124,4,1.3,-16,10,15,-0.3,-4
O=C(CN1CCN(Cc2ccccc2)CC1)NNC(=O)c1ccccc1,3,103,-1,.,6,.,1,-0.2,.
COc1cccc(CC(=O)NCC2COc3ccccc3O2)c1OC (centres undefined),4,89,5,1.7,0,-6,-3,-0.1,-1
O=c1[nH]c(CSc2ccccc2)nc2c1oc1ccccc12,5,100,2,1.4,5,-2,11,-0.1,1
Cn1c(SCc2cccc(Br)c2)nnc1-c1ccccn1,2,96,-1,-0.5,2,1,-5,0.0,0
O=C(Nc1nc2c(s1)CCCC2)c1ccc(Br)o1,0,85,8,0.0,2,7,4,-0.5,5
COC(=O)c1sc(=S)n(-c2ccccc2)c1N,10,118,4,1.3,7,5,-2,0.0,1
CSc1nc(NC(C)=O)nc(C)c1Br,2,100,3,1.0,0,3,-1,0.0,3
